High-throughput results as filed in PubChem.
dFosB act: activators of delta FosB homodimer, primary screen, biochemical, fluorescence polarization, TAMRA-CDK5 oligo, single point | Protein FosB (Mus musculus), P13346 | purified delta FosB; percent of positive-control signal above neutral wells | activation, % at 25 µM | hit rate 0.99% among 340,000;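 active = mean activation above about 17%, with every replicate also reaching it, limit read from the data, passing the limit was not always enough; inconclusive = only one of the two conditions met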;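 note: fluorescence polarization rise as delta FosB binds a TAMRA Cdk5 AP-1 oligo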
Target sequence (P13346 whole entry, looked up): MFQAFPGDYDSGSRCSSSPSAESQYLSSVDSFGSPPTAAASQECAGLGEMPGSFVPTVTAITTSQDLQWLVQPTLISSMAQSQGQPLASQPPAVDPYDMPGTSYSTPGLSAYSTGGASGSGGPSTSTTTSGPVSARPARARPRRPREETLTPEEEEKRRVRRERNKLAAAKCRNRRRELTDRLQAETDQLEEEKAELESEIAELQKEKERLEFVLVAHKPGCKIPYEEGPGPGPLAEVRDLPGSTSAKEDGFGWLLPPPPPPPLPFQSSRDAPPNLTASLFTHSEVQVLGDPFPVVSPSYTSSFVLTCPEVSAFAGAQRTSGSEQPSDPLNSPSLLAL
SUMO Mot1 rescue: yeast Mot1-301 growth rescue at high temperature, primary screen, SUMOylation pathway inhibitor project, S. cerevisiae, ATP luminescence, 38.5C | S. cerevisiae Mot1-301 growth rescue; percent above DMSO median, 100 means doubled | growth rescue, % at 18.8 µM | hit rate 1% among 320,000;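 active = every valid replicate shows activation above 250% relative to neutral control wells; inactive = the rest, any valid replicate at or below 250%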;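 note: OY570 slx delta 5 strain wells were the positive control but not used for scaling; some compounds called inactive have numbers as strong as hits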
PfHsp90 set2: growth inhibition of PfHsp90-expressing yeast, primary screen, antimalarial PfHsp90 inhibitor project, S. cerevisiae, BacTiter-Glo luminescence, single point, set 2. BacTiter-Glo ATP, 48 h; yeast lacking PDR1 and PDR3 efflux regulators. inhibition, % at 9.4 µM. hit rate 0.32% among 310,000;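 active = every replicate shows inhibition above about 80%, whatever the replicate mean, limit read from the data; inconclusive = mean inhibition reaches the set limit but some replicate falls short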;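 note: 0% = DMSO neutral controls and 100% = 20 µM radicicol positive controls; yeast relying on Plasmodium falciparum Hsp90 in place of its own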
Rtt109 Vps75: inhibitors of C. albicans Rtt109/Vps75 HAT, primary screen, biochemical, ThioGlo CoA-SH fluorescence, plate reader; hit rate 0.16% among 330,000; inhibition, % at 34.9 µM; purified Rtt109/Vps75, 4 h; Histone acetyltransferase RTT109 (Candida albicans (strain SC5314 / ATCC MYA-2876)), …;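 active = inhibition of at least 50% in every replicate; inconclusive = best replicate reaches 50% inhibition but some replicates fall short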
cardiac RTF act: cardiac RTF calcium sensitivity activators, primary screen, biochemical, IANBD-TnC fluorescence, EC20 calcium | IANBD-labeled TnC RTF fluorescence at EC20 calcium; 0% EC20 calcium, 100% full calcium | activation, % at 7.2 µM | hit rate 0.24% among 340,000 | Troponin I, cardiac muscle (Homo sapiens) + Troponin T, cardiac muscle (Homo sapiens) + …;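 active = activation above the mean over all tested compounds plus 3 SD, cut at about 30% in these data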;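 note: rise in fluorescence read as greater calcium sensitivity of cardiac thin filaments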
PvdQ inh: P. aeruginosa PvdQ acylase inhibitors, primary screen, biochemical, fluorescence, plate reader and imaging, single point; purified PvdQ acylase; AID 488965, 2010; inhibition, % at 10 µM; hit rate 0.063% among 340,000; PvdQ acylase [Pseudomonas aeruginosa LESB58]; in the data active = inhibition above about 30%, passing the limit was not always enough; inconclusive = no clear call, values can overlap the other calls;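 note: 0% = vehicle neutral wells and 100% = reference inhibitor wells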
LANA DNA inh: inhibitors of KSHV C-LANA binding to DNA, primary screen, biochemical, fluorescence polarization, FAM-LBS DNA, MBP-C-LANA, single point. Kaposi's sarcoma herpesvirus LANA C-terminal domain (residues 932-1162) DNA binding. inhibition, % at 9 µM. hit rate 0.078% among 340,000;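 active = highest replicate inhibition at or above 60% at 9 µM, even if other replicates fall short; inactive = all replicates below 60% inhibition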;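 note: 0% = neutral control wells and 100% = 4 µM acridine orange control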
Keap1 Nrf2 FP: Keap1-Nrf2 protein-protein interaction inhibitors, primary screen, biochemical, fluorescence polarization, single point | hit rate 0.15% among 340,000 | inhibition, % at 9.4 µM | Keap1 Kelch-Nrf2 peptide fluorescence polarization, 1536-well | Kelch-like ECH-associated protein 1 (Homo sapiens), Q14145; in the data active = inhibition above about 12%; inconclusive = no clear call, values can overlap the other calls; inactive = below about 7.3%;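 note: human Keap1 Kelch domain with fluorescein labeled Nrf2 9mer peptide probe; 0% = neutral control wells and 100% = peptide positive control; higher means more block of Keap1 binding to Nrf2 peptide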
CDK5 p35 inh: inhibitors of human CDK5/p35 kinase, primary screen, biochemical, single concentration; Recombinant CDK5/p35, ADP-Glo luminescence, 60 min; inhibition, % at 10 µM; Cyclin-dependent kinase 5 (Homo sapiens) + Cyclin-dependent kinase 5 activator 1 (Homo …; hit rate 0.01% among 330,000;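 active = highest replicate inhibition of at least 50% and at least 75% of replicates reaching 50%; inconclusive = only one of the two criteria met; inactive = both criteria failed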;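 note: plate controls were DMSO neutral control for no effect and GW8510 at 10 µM for full effect; many of its hits are not listed in these tables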
Target sequence (Q00535 whole entry, looked up): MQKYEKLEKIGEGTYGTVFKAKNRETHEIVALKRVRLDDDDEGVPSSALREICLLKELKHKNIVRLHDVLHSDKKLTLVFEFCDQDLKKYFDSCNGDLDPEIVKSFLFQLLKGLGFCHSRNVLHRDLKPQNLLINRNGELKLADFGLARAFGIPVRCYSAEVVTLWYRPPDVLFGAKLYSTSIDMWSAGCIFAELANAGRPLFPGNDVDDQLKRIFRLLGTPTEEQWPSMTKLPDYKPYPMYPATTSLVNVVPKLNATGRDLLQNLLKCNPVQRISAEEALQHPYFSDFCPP
Target sequence (Q15078 whole entry, looked up): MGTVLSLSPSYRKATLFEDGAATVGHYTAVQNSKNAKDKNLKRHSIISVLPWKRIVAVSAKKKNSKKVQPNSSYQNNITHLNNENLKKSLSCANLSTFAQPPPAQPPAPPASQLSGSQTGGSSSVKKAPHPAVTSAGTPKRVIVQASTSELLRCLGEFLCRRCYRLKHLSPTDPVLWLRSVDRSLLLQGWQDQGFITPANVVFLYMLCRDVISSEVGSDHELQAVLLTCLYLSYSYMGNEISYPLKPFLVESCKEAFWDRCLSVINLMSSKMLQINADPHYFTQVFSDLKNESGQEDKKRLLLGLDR
RTF Ca sens inh: cardiac RTF calcium sensitivity inhibitors, primary screen, biochemical, IANBD-TnC fluorescence, EC70 calcium; Troponin I, cardiac muscle (Homo sapiens) + Troponin T, cardiac muscle (Homo sapiens) + …; IANBD-labeled cardiac RTF, Ca2+ fluorescence; inhibition, % at 7.15 µM; hit rate 0.12% among 340,000;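 active = inhibition above the mean inhibition of all tested compounds plus 3 SD, cut at about 17% in these data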;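 note: assay run at fixed EC70 calcium of 1.6 mM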
NSD2 HMT inh: NSD2 histone methyltransferase inhibitors, primary screen, biochemical, AlphaScreen, single concentration, set 2 | Histone-lysine N-methyltransferase NSD2 (Homo sapiens), O96028 | NSD2 peptide methylation, 120 min | inhibition, % at 12.5 µM | hit rate 0.54% among 310,000 | AID 743445, 2014; in the data active = inhibition above about 50%
Starred values were filed as active, the others as inactive; ? = inconclusive; . = no result given. Outcome played no part in choosing rows (roughly 3.2% active in at least one column).

SMILES	dFosB act	SUMO Mot1 rescue	PfHsp90 set2	Rtt109 Vps75	cardiac RTF act	PvdQ inh	LANA DNA inh	Keap1 Nrf2 FP	CDK5 p35 inh	RTF Ca sens inh	NSD2 HMT inh
O=C(COc1ccccc1)N(Cc1nnc(-c2ccccc2Cl)o1)C1CC1	-11	-2	6	19	3	-15	-0.9	-7	0.5	-5	-1
CCN(c1ccccc1)S(=O)(=O)c1ccc(Cl)c(C(=O)N2CCCC2)c1	-13	5	-1	-7	-3	-5	-0.7	1	-1.3	-8	-2
C/C(=N\NC(=S)Nc1ccc(C)cc1)c1cccc(N)c1	-4	-2	-19	-2	2	3	-1.2	2	2.1	6	-2
CCC(=O)N(CCc1ccccc1)Cc1cc2cccc(C)c2[nH]c1=O	-5	9	-2	-6	6	-2	-1.0	-8	-4.2	-1	3
Cc1c(C(=O)N2CCN(CCc3ccccn3)CC2)oc2ccc(Cl)cc12	-8	7	0	16	-1	0	1.1	-3	-0.4	2	3
CNC(=O)c1cc2ncc(C(F)(F)F)cc2s1	-3	-4	0	-6	-3	10	-0.9	-1	-14	-4	-1
CC1CCCC(NS(=O)(=O)c2cccc3nsnc23)C1C (stereo not given)	-10	-14	8	55*	-6	9	-0.2	-3	1.4	-6	5
COc1ccc(-c2cnc(SCCNC(=O)c3ccc4c(c3)OCO4)[nH]2)cc1	-4	-15	.	19	-1	-6	-1.2	0	-0.7	-1	6
NC(=O)NC(=O)COC(=O)CCCSc1nc2ccccc2s1	0	17	-2	-11	1	-7	1.6	-3	-0.2	0	1
O=C(COC(=O)c1ccc(F)c([N+](=O)[O-])c1)NC(=O)NCc1ccccc1	-2	2	5	7	1	-3	-0.6	-5	-0.2	3	2
COc1ccccc1N(C(=O)c1snc(C(N)=O)c1N)C(C(=O)NCc1ccccc1)c1ccc(O)cc1 (stereo not given)	3	.	15	-49	-3	0	-0.2	-2	0.5	-7	-6
Cn1nnnc1SCC(=O)NCCc1ccc(Cl)cc1	-6	7	14	10	0	-15	1.1	-3	0.4	-6	0
COc1ccc(CNC(=O)CSc2nnc(NC(=O)C3CC3)s2)cc1	10	12	-20	-5	-4	-9	0.1	-1	-0.1	-2	-6
Cc1ccc(OCc2nnc(SC(C)C(=O)O)n2Cc2ccccc2)cc1 (stereo not given)	8	26	9	-1	-1	3	-0.5	2	1.0	-10	-1
O=C1CSC(=S)N1Cc1cccs1	-2	.	.	-1	1	-9	0.2	0	1.2	-3	0
CC(=O)Nc1ccc(NC(=O)c2ccccc2S(=O)(=O)c2ccccc2[N+](=O)[O-])cc1	0	-9	-6	14	1	-7	0.6	-2	0.3	-9	2
COc1ccc(CO[C@@H]2O[C@H](CO)[C@@H](O)[C@H](O)[C@H]2NC(C)=O)cc1OC	3	-5	-4	-8	-7	2	-1.7	-2	0.5	2	-1
CN(CC1CCCO1)S(=O)(=O)c1ccc(C(=O)Nc2ccc([N+](=O)[O-])cc2)cc1 (stereo not given)	-7	13	-10	15	1	-4	1.4	5	0.0	-5	-1
CCCC(=O)Nc1nc2nc(C)cc(=O)n2[nH]1	-5	.	-17	-3	4	0	0.1	-4	1.0	-3	.
NCC(=O)NCC(=O)NC1(C(=O)O)CCCC1	-3	.	17	9	7	-14	1.5	-2	0.9	-6	-2
CC(C(=O)OCC(=O)c1ccc([N+](=O)[O-])cc1)N1C(=O)C2C3C=CC(C3)C2C1=O (stereo not given)	0	-10	18	?	-5	-12	-1.2	-1	1.3	9	0
Cc1ccc(NC(=S)NNC(C)(C)C)cc1	-3	-18	-11	-18	-3	12	0.0	-1	-1.2	-3	1
Cc1ccc(OCC(=O)Nc2cccc3nsnc23)c(C)c1	-7	2	12	-1	-1	-11	0.3	-3	1.2	6	-1
CC(C)c1ccc(/C=N/NC(=O)c2c(Cl)cnn2C)cc1	-6	-6	-17	3	-1	-13	2.2	0	-0.7	-8	-2
Cc1cc(C(=O)Nc2ccncc2)c(C)o1	-9	.	.	51*	-8	4	-1.4	-1	-1.3	-5	0
Cc1cccc(NC(=O)c2cc(-c3ccc(C)c(C)c3O)n[nH]2)c1	33*	-17	-8	.	-2	-6	0.0	1	-0.1	2	1
CCOC(=O)C1CCN(C(=O)CCNC(=O)Cn2cnc3ccccc3c2=O)CC1	-2	-12	1	-13	1	-17	-0.4	-3	0.7	-9	-5
Cc1cc2c(ncn2Cc2ccccc2)c([N+](=O)[O-])c1C	-4	329	.	1	2	-8	0.1	-5	-2.2	-2	0
Nc1ccc2c(c1)CCC2=O	-2	-1	-1	5	0	-7	-1.1	1	-0.2	-9	-4
CC(C)COP(=O)(OCC(C)C)C(O)c1ccc(N(C)C)cc1 (stereo not given)	1	-3	5	2	-10	-2	-1.1	2	1.5	1	-3
Cc1cc(C)n(Cc2cccc(C(=O)N/N=C/c3ccncc3)c2)n1	-9	-20	1	9	-6	4	-0.7	3	-0.6	0	.
CC1CN(Cc2ccccc2)c2nc3c(c(=O)n(C)c(=O)n3C)n2C1 (stereo not given)	-5	3	-14	-5	-2	-5	-0.9	-2	1.3	-18	.
Cc1cccc(C(=O)O)c1NC(=O)c1ccc(F)cc1	-9	-15	5	5	-4	-14	-0.4	-4	-0.9	1	1
CCOc1ccccc1N(C(=O)c1snc(C(N)=O)c1N)C(C(=O)NCc1ccccc1)c1ccc(O)cc1 (stereo not given)	-5	.	21	-1	-7	-12	-1.3	-6	-1.2	-5	-1
Cc1cnc(NC(=O)C2CCCO2)s1 (stereo not given)	1	9	9	4	5	21	1.6	-2	-0.5	-6	0
CC(C)(C)OC(=O)CNC(=O)c1[nH]cnc1C(=O)NCC(=O)OCc1ccccc1	-8	5	-12	11	-6	-6	-0.9	1	-0.5	-3	.
COc1ccccc1NS(=O)(=O)c1ccc(C)c(NC(=O)c2c(C)noc2C)c1	7	0	-5	8	0	-6	0.5	0	0.6	-10	-3
Cc1cccc(OCC(O)CN2CCN(c3ccccn3)CC2)c1C (stereo not given)	-1	9	-29	-3	-2	-3	0.8	0	-2.4	-17	4
COc1cc(OC)cc(-c2nc3cc(C)ccc3o2)c1	-21	1	.	-10	1	-12	2.4	-2	0.3	1	-1
O=C(Cc1csc(N2CCOCC2)n1)N/N=C/c1ccccc1C(=O)O	5	-4	2	5	0	-8	-5.9	-1	1.0	-20	-1
Cc1cc(C)c(S(=O)(=O)N2CCN(S(=O)(=O)N3CCOCC3)CC2)c(C)c1	4	-21	-6	-3	-3	-6	-2.0	-1	-0.7	3	-3
CCSc1nnc2ccc(-c3cccs3)nn12	-34	-14	14	-26	8	-9	-2.2	-8	-1.7	-5	-2
O=C(Nc1ccc(F)cc1)N1CCN(C/C=C/c2ccccc2)CC1	-2	11	-3	5	9	-10	-0.7	-7	-0.7	-52	1
COC(=O)C1CCN(C(=O)c2sc3nc(-c4ccccc4)cn3c2C)CC1	-9	-7	.	-5	2	-11	-1.7	1	0.1	-3	0
Cc1ccc(OCCCCN2CCCCC2)c(Br)c1	-2	98	13	.	3	12	0.3	1	-0.1	-4	12
Cc1nc2ccccc2c2nc3ccccc3n12	-42	-5	0	10	1	-1	-0.9	-1	-0.4	-8	-3
CCc1ccccc1NC1=NCC(=O)N1C1CCCC1	-1	-20	24	8	0	-11	2.3	-2	1.9	-2	2
Cc1cc(C(=O)OCC(=O)N2CCCC2)c2ccccc2n1	1	133	4	7	2	9	-1.1	1	0.7	-5	10
O=C(CNc1ccc(F)cc1F)NC(=O)NCc1ccco1	-2	274	6	8	1	-7	-1.0	2	1.7	6	.
CCOc1ccccc1NC(=S)N1CCN(c2ccccc2F)CC1	-12	-18	2	-4	4	-7	-0.4	-1	-1.6	-5	0

The results go on:
SMILES	dFosB act	SUMO Mot1 rescue	PfHsp90 set2	Rtt109 Vps75	cardiac RTF act	PvdQ inh	LANA DNA inh	Keap1 Nrf2 FP	CDK5 p35 inh	RTF Ca sens inh	NSD2 HMT inh
CN1CCC(OC(=O)COc2ccc(C(C)(C)C)cc2)CC1	-12	-11	-24	1	4	-15	1.1	-5	-0.5	-7	3
O=C(c1sc2cc(F)ccc2c1Cl)N1CCN(c2ccccc2)CC1	1	-15	-4	4	-2	8	-1.8	-3	0.3	3	-1
COc1ccc(C2C3=C(CCCC3=O)Nc3nc(-c4cc(OC)c(OC)c(OC)c4)nn32)cc1OC (stereo not given)	-5	13	-1	-3	-4	6	-1.4	3	1.0	-10	1
CCOc1ccc(N2CC(C(=O)Nc3cc(S(=O)(=O)N4CCCCC4)ccc3C)CC2=O)cc1 (stereo not given)	-10	12	32	-4	-1	6	-1.4	-7	0.5	0	1
CNS(=O)(=O)c1ccc(C(=O)NCC(=O)NCCC(c2ccccc2)c2ccccc2)cc1	-15	2	29	4	0	-2	1.2	-5	-2.4	-5	0
Cc1[nH][nH]c(=O)c1C(c1ccc(F)cc1)c1c(C)[nH][nH]c1=O	-6	25	-11	-2	4	-12	-0.6	-2	1.2	0	8
COc1ccc(N(Cc2cc3cccc(C)c3[nH]c2=O)S(C)(=O)=O)cc1	-4	-10	-4	-6	1	-7	0.9	-1	0.6	-18	-12
CCC(C(=O)OC)n1cnc2c(nnn2-c2cccc(Cl)c2)c1=O (stereo not given)	-9	8	22	-3	4	-14	-0.6	-1	-6.7	0	.
CCOc1nc2cnccc2n(CC(=O)Nc2ccccc2C(=O)OC)c1=O	-3	5	7	-21	-8	-9	-1.1	1	0.5	7	-5
CC(=O)OC1CCC2C3CCC4=CC(=O)CCC4(C)C3CCC2(C)[C@]1(C)O (stereo not given in full)	5	18	7	-2	-5	-19	0.2	1	2.2	-2	.
